PHOSPHO1 inh – PubChem AID 1565. inhibition, % at 13.3 µM. hit rate 1.1% among 290,000. recombinant PHOSPHO1, absorbance phosphatase assay; in the data active = inhibition above about 60%
Target sequence (Q8TCT1 whole entry, looked up): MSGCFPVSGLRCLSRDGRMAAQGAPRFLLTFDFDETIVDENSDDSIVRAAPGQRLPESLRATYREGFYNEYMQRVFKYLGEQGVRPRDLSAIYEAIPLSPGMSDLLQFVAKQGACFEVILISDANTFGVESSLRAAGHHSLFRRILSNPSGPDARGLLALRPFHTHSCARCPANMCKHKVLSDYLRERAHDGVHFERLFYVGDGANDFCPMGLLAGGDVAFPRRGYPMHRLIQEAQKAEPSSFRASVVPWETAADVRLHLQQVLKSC
IDE cell inh – human IDE inhibitors in live cells, primary screen, fluorescence polarization, HEK cells, FAbetaB substrate. Insulin-degrading enzyme (Homo sapiens), P14735. FAbetaB cleavage. inhibition, % at 5.59 µM. hit rate 0.41% among 320,000;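 active = percent inhibition above the average of all tested compounds plus 3 SD, set per screening campaign, cut at about 16% in these data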;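 also: IDE supplied by intact live HEK cells; FP after avidin binding of uncleaved biotin substrate so inhibition keeps polarization high; 0% = DMSO wells and 100% = 60 µM reference IDE inhibitor Ii1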
NALP1 yeast inh – NALP1 inflammasome inhibitors in reconstituted yeast, colorimetric, S. cerevisiae, triplicate retest; hit rate 0.61% among 280,000; inhibition, % at 10 µM; S. cerevisiae NALP1/ASC/caspase-1 growth, X-gal OD620, 72 h; AID 2071, 2009; in the data active = inhibition mostly above about 24%, no sharp cut-off; inactive = mostly below about 32%; also: some compounds called inactive have numbers as strong as hits
IDE cell activ – human IDE activators in live cells, primary screen, fluorescence polarization, HEK cells, FAbeta-B substrate; AID 493087, 2011; hit rate 0.073% among 340,000; activation, % at 5.96 µM; FAbeta-B cleavage; 0% vehicle, 100% cell-free pure enzyme wells;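 active = activation above the mean of all tested compounds plus 3 SD, set per screening campaign, cut at about 17% in these data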
IMP-1 inh – IMP-1 metallo-beta-lactamase inhibitors, primary screen, biochemical, epi-absorbance readout, Pseudomonas aeruginosa enzyme. purified IMP-1, nitrocefin hydrolysis, epi-absorbance fluorescence. metallo-beta-lactamase IMP-1 (Pseudomonas aeruginosa). AID 1556, 2009. inhibition, % at 5.6 µM. hit rate 0.45% among 290,000;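 active = inhibition above the mean plus 3 SD of all compounds in the same screening run, cut at about 4.5% in these data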;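 also: 0% = IMP-1 with DMSO and 100% = DMSO wells lacking enzyme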
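System – purified recombinant IMP-1 beta-lactamase · Input – IMP-1 dispensed at 0.2 nM · Timing – 15 min preincubation plus 25 min reaction at 25 °C · Signal – Epi-absorbance fluorescence, 480 nm excitation, 530 nm emission · Measure – percent IMP-1 inhibition derived from blank-referenced optical density · Controls – Enzyme-plus-DMSO low control, enzyme-free DMSO high control · Replication – singlicate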
p-CIP stab down – p/CIP-EGFP fusion destabilizers, primary screen, fluorescence, F442A cells. hit rate 0.01% among 290,000. AID 1984, 2009. 16 h. Q05BA5. decrease of EGFP signal, % at 10 µM;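 active = EGFP signal decrease of at least 30% at 10 µM or well 3 SD below plate mean, unless failing retest; inactive = the rest, including hits failing retest or dose response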; also: some compounds called inactive have numbers as strong as hits; many of its hits are not listed in these tables
M18AAP inhibitor – PfM18AAP inhibitors, malaria aminopeptidase, primary screen, biochemical, QFRET, recombinant enzyme; H-Glu-NHMec fluorogenic cleavage; inhibition, % at 7.35 µM; hit rate 1.2% among 290,000; AID 1822, 2009;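 active = inhibition above the campaign mean inhibition over all tested compounds plus 3 SD, cut at about 28% in these data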;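 also: 0% = plate median of test compound wells and 100% = 2 mM ZnCl2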
GPR7 antag – GPR7 receptor antagonists, primary screen, cell-based, fluorescence, single concentration. inhibition, % at 4.4 µM. GPR7-expressing cells, fluorescence antagonist assay. hit rate 1.1% among 290,000. Neuropeptides B/W receptor type 1 (Homo sapiens), P48145; in the data active = inhibition above about 16%, passing the limit was not always enough;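 also: cells stimulated with the agonist NPW; 0% = agonist with vehicle and 100% = vehicle without agonist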
Target sequence (P48145 whole entry, looked up): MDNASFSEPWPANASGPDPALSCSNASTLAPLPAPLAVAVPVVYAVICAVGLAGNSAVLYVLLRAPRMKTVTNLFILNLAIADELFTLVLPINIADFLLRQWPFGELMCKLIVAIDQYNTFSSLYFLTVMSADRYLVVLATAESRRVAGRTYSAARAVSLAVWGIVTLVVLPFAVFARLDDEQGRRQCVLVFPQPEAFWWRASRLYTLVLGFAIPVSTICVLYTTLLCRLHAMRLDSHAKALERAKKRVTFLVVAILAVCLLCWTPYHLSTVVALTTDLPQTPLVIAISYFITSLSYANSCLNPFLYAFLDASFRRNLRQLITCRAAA
VIM-2 inhibitor – VIM-2 metallo-beta-lactamase inhibitors, primary screen, biochemical, epi-absorbance readout, Pseudomonas aeruginosa enzyme; purified VIM-2, nitrocefin hydrolysis, epi-absorbance fluorescence; hit rate 0.89% among 290,000; inhibition, % at 5.6 µM;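 active = inhibition above the mean of all tested compounds plus 3 SD, cutoff set per screening run, cut at about 7.5% in these data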;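 also: red hydrolysis product quenches plate fluorescence so inhibitors raise well fluorescence; 0% = enzyme with DMSO and 100% = DMSO without enzyme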
Active calls of the source: *; / = no result given. Compounds were not picked by outcome, and some 5.3% of all compounds hit somewhere here.

SMILES	PHOSPHO1 inh	IDE cell inh	NALP1 yeast inh	IDE cell activ	IMP-1 inh	p-CIP stab down	M18AAP inhibitor	GPR7 antag	VIM-2 inhibitor
COc1cccc(N(CC(=O)Nc2cccc(F)c2)S(C)(=O)=O)c1	-16.4	-7.5	5.6	1.7	-4.0	-7.1	0.9	-6.9	-2.8
CCOc1cccc(-c2c(C(=O)N/N=C(\C)c3ccncc3)nnn2-c2nonc2N)c1	54.1	2.9	12.1	2.5	-3.0	0.0	3.8	-12.3	-1.3
CCOC(=O)N1CCN(C(=O)C2CC(=O)N(c3ccc(OC)cc3)C2c2ccc(OC)cc2)CC1 (stereo not drawn)	3.9	3.2	-67.0	4.2	-2.6	-8.4	-15.4	0.5	-1.2
CCOC(=O)C1CCCN(C(=O)CN2CCN(Cc3ccc(Cl)cc3)C2=O)C1 (stereo not drawn)	9.1	2.2	-1.6	/	-3.0	1.8	4.3	-2.2	-5.0
COc1ccc2c(c1)O/C(=C\c1ccccc1C)C2=O	39.4	1.2	9.5	0.6	-1.8	8.4	3.4	-16.2	-3.0
Cc1cccc(NC(=O)CSc2nnc(Cn3cnc4ccccc43)o2)c1	-4.4	-1.8	10.8	1.7	1.2	0.1	4.0	-7.4	-2.0
COCCn1cc(C(=O)NCc2cccs2)c2c3ccccc3n(C)c2c1=O	31.4	7.1	15.4	-1.2	0.5	9.5	-13.2	-13.0	-1.6
Cc1cc(C)c(S(=O)(=O)c2ccccc2C(C)C)c(=O)[nH]1	/	/	1.4	-3.9	-1.9	-3.2	2.2	-3.0	-1.7
Cc1ccc(Cn2ccc(=O)c(OCc3ccccc3)c2C)cc1	0.2	4.2	-17.5	-2.8	0.6	1.8	0.8	17.0	-1.8
COc1ccc(OC)c(Nc2nc(C)nc3c2oc2ccccc23)c1	/	3.3	13.9	-1.8	-0.9	-7.1	-6.8	-11.4	1.4
CSc1ccc(/C=C(\NC(=O)c2ccc(C)cc2)C(=O)Nc2cccc(C)c2)cc1	18.2	-1.4	29.9	2.2	-1.9	2.2	1.6	-4.9	-2.8
CC(=O)c1cccc(NC(=O)CCNS(=O)(=O)c2cccc3nonc23)c1	-1.1	2.6	19.6	2.6	-2.7	8.7	0.6	-9.4	-2.1
O=C(C1CCC(Cn2c(=O)[nH]c3ccccc3c2=O)CC1)N1CCN(c2ccccc2)CC1 (stereo not drawn)	-18.5	-4.2	21.4	2.5	-1.9	6.0	3.2	-1.0	-2.6
O=C(Nc1ccc2c(c1)OCO2)c1cc(-c2cccc(O)c2)on1	27.9	-5.4	23.1	2.5	-0.7	-2.0	-2.1	0.8	0.8
COc1ccc(-c2noc(C3CCCN(C(=O)c4ccccc4)C3)n2)cc1 (stereo not drawn)	33.4	-1.4	/	-4.2	0.1	-1.6	-1.2	-4.8	-0.2
Cc1ccc(N(Cc2ccc(C(=O)NCC3CCCO3)cc2)S(C)(=O)=O)cc1C (stereo not drawn)	3.4	9.7	-4.7	8.4	-3.2	10.2	-3.4	-6.7	-2.6
Cc1cccc(-c2nc(NCCCN3CCOCC3)c3ccccc3n2)c1	16.4	-1.3	-12.4	4.2	-4.0	-8.9	5.1	21.0	7.7*
COc1ccc(S(=O)(=O)N(CC(=O)N2CCOCC2)Cc2ccccc2)cc1	24.1	5.2	-1.0	3.8	-2.3	-0.7	1.7	-10.0	-3.4
COc1ccc(C2Nc3ccccc3C(=O)N2Cc2ccccc2)cc1CN1CCOCC1 (stereo not drawn)	10.0	-2.7	7.9	7.2	-2.2	-13.7	0.1	-10.7	0.7
Cc1nc2nc(NC(=O)c3ccco3)nn2c(C)c1Cl	9.8	2.0	4.2	1.4	-3.5	17.8	-0.8	-15.3	-4.2
CCC(C)(C)n1nnnc1C(c1ccc2ncccc2c1)N1CCN(c2nc3ccccc3s2)CC1 (stereo not drawn)	13.6	18.1*	40.3	-9.7	-3.1	-9.3	4.5	-0.1	-0.8
Cc1cc(C)n(-c2ncnc3sc4c(c23)CCCC4)n1	-11.0	1.2	9.4	-0.2	-4.9	3.8	-3.2	5.0	-2.1
N#Cc1c(N2CCCC2)nc(N)c2c(N)nc(N3CCCC3)cc12	-6.7	-4.6	15.8	-2.9	-1.5	-12.5	1.1	2.0	-4.6
Fc1ccc(-c2nnn3c2nc(NCc2ccccc2)c2ccccc23)cc1	41.6	-0.9	/	6.1	-3.8	-2.1	4.8	-11.5	-3.9
CCN(CC)S(=O)(=O)c1ccc(N/N=C/c2cc(OC)ccc2O)nc1	-6.7	-6.5	34.7	-1.9	-1.0	-2.3	56.6*	-15.0	-3.3
Following part:
SMILES	PHOSPHO1 inh	IDE cell inh	NALP1 yeast inh	IDE cell activ	IMP-1 inh	p-CIP stab down	M18AAP inhibitor	GPR7 antag	VIM-2 inhibitor
Cc1cc2ccccn2c1C(=O)c1ccc(Cl)cc1	63.9*	6.0	13.8	2.0	0.3	-13.7	-0.8	-3.0	1.2
CCc1nnc(NC(=O)c2cccc(C(=O)Nc3nnc(CC)s3)n2)s1	-1.3	7.5	10.0	-2.2	-2.2	4.5	4.0	-12.8	-3.6
CC(=O)NC1C(Oc2ccc(C=O)cc2)OC(COC(C)=O)C(OC(C)=O)C1OC(C)=O (stereo not drawn)	49.0	0.3	5.9	2.5	-1.4	-11.1	-8.9	-3.6	-2.2
O=C(Nc1c(C(=O)O)[nH]c2ccc(F)cc12)c1cccc(C(F)(F)F)c1	11.9	0.4	-7.3	7.0	-2.6	-3.3	-1.7	-12.9	-0.3
O=C(Nc1ccc(Cl)c(C(F)(F)F)c1)C1CCCN(S(=O)(=O)c2cnc[nH]2)C1 (stereo not drawn)	6.0	-0.6	3.5	1.2	6.6*	-3.3	-6.1	-13.5	-1.6
Cc1ccc(C(=O)Nc2ccccc2-c2ccccc2)o1	12.5	-3.8	20.5	5.3	-4.2	-12.2	4.0	5.0	-2.8
CC(CCc1ccccc1)NS(=O)(=O)c1ccccc1Cl (stereo not drawn)	20.0	-0.2	-3.0	-1.0	-3.2	-15.5	4.3	5.1	-4.4
O=P(O)(CCc1ccncc1)CN1CCCCC1	-7.4	-1.4	6.4	3.5	-4.0	-6.0	0.9	1.7	-1.4
Cc1ccc(C(=O)O/N=C(\c2ccccc2)c2cccnc2)cc1	-4.6	4.6	29.2	-9.8	-1.1	-6.0	-0.6	-6.9	-1.6
NC(=O)c1c(NC(=O)CCCC(=O)O)sc2c1CCCCCC2	-1.0	4.8	17.8	4.1	-0.8	-5.2	9.9	-7.0	-3.1
O=C(Nc1ccc(F)cc1F)c1csc(-c2cccs2)n1	31.7	1.3	9.5	2.7	-3.3	-3.4	-7.1	-1.5	-1.5
COc1ccc(C(=O)c2ccc(-c3ccc(OC)cc3)nc2)cc1	36.0	/	10.7	-0.1	-2.7	6.0	1.6	-6.3	-2.7
CC(=O)Nc1cc(-c2nn(C)c(=O)c3ccccc23)ccc1N1CCOCC1	13.0	0.3	6.2	-2.1	-3.3	4.5	-12.5	-11.0	4.3
O=C(CN1CCN(c2ccccn2)CC1)Nc1ccc(OC(F)(F)F)cc1	28.6	5.3	9.8	2.9	6.1*	-4.7	-3.8	-2.0	-5.1
CCN1CCN(CC(=O)c2c[nH]c3ccc(C)cc23)CC1	7.4	0.1	9.0	1.8	0.0	-1.7	-5.1	-0.4	-2.4
COCCNC(=O)C(C)OC(=O)c1nsc(Cl)c1Cl (stereo not drawn)	39.0	-4.9	7.5	3.5	0.0	2.1	-5.6	-11.9	-2.1
Cn1c(=O)c(=O)n(C)c2cc(S(=O)(=O)Nc3ccc4c(c3)OCCO4)ccc21	55.4	3.8	10.4	-2.7	-2.5	2.7	-4.7	2.2	-1.8
COC(=O)c1c(N)sc2c1CCN(c1ncc(C(F)(F)F)cc1Cl)C2	-54.1	-1.8	6.3	-2.6	-0.7	1.1	9.4	-6.2	-1.9
COC(=O)c1ccc(COc2ccccc2/C=N/NS(=O)(=O)c2ccc(C)cc2)cc1	12.4	2.2	3.4	-0.6	-2.5	-1.6	3.4	-8.0	-1.6
CC(Oc1ccc(Cl)cc1)C(=O)/C=C/N(C)C (stereo not drawn)	7.2	4.4	-9.7	1.0	-2.4	-3.8	4.0	-6.3	-1.1
O=C(Nc1nccs1)c1ccc(N2C(=O)[C@@H]3[C@H](C2=O)[C@H]2C=C[C@@H]3C2)cc1	19.5	0.6	-0.8	2.6	-1.3	-153.3	2.3	-0.4	-1.5
COC(=O)c1sccc1NC(=O)c1ccco1	-6.7	3.9	13.7	0.7	-0.3	-11.9	-5.9	-1.0	-1.2
Cc1cnc(NC(=O)c2c(-c3ccccc3)noc2C)s1	19.9	6.8	/	1.4	-2.1	-0.3	0.7	-15.2	-1.5
c1ccc(SCCc2ccncc2)cc1	44.8	0.2	9.9	0.0	-1.1	-1.7	0.5	6.3	-0.9
CCc1nc(SCC(=O)Nc2ccc(F)cc2F)c2c(=O)n(C)c(=O)n(C)c2n1	32.7	3.2	6.3	3.3	2.2	-0.8	1.2	-1.9	1.6

Ordered by value in VIM-2 inhibitor (highest first): three from the list above.
SMILES	PHOSPHO1 inh	IDE cell inh	NALP1 yeast inh	IDE cell activ	IMP-1 inh	p-CIP stab down	M18AAP inhibitor	GPR7 antag	VIM-2 inhibitor
O=C(Nc1c(C(=O)O)[nH]c2ccc(F)cc12)c1cccc(C(F)(F)F)c1	11.9	0.4	-7.3	7.0	-2.6	-3.3	-1.7	-12.9	-0.3
c1ccc(SCCc2ccncc2)cc1	44.8	0.2	9.9	0.0	-1.1	-1.7	0.5	6.3	-0.9
CC(=O)NC1C(Oc2ccc(C=O)cc2)OC(COC(C)=O)C(OC(C)=O)C1OC(C)=O (stereo not drawn)	49.0	0.3	5.9	2.5	-1.4	-11.1	-8.9	-3.6	-2.2

(list continues)
SMILES	PHOSPHO1 inh	IDE cell inh	NALP1 yeast inh	IDE cell activ	IMP-1 inh	p-CIP stab down	M18AAP inhibitor	GPR7 antag	VIM-2 inhibitor
O=C(CCN1C(=O)C2CC=CCC2C1=O)Nc1nccs1 (stereo not drawn)	/	-0.9	12.0	1.0	-2.1	-1.8	-1.7	9.8	-2.9
Cc1sc2nc(C(C)C)oc(=O)c2c1C	18.0	0.2	33.7	-2.1	-3.2	-1.1	1.1	-6.4	-1.5
O=C(CSc1nc2c(c(C(F)(F)F)n1)CCc1ccccc1-2)NCc1ccccc1	-28.8	-13.5	11.6	2.8	-2.9	-11.4	0.7	-2.8	-2.1
O=C(NCCN1C(=O)S/C(=C\c2ccc(Cl)c(Cl)c2)C1=O)c1ccc2c(c1)C(=O)N(Cc1ccncc1)C2=O	-29.7	4.1	9.5	1.9	-3.0	-10.7	1.8	-4.3	-3.1
CCOC(=O)C1CCN(C/C=C/c2ccccc2OC)CC1	-3.7	-6.1	12.6	4.9	-3.7	-0.8	-8.7	-6.5	0.5
O=C(CSCc1cccc(Br)c1)NC1CC1	7.1	-1.5	21.9	-0.9	-2.9	1.0	1.5	-7.2	-2.9
Cc1cccc(-c2nc(=S)c3c(n2Cc2ccco2)CCCC3)c1	-45.0	-1.4	-4.5	-2.1	-4.5	-0.1	-5.1	28.2*	-3.7

Screens: PubChem, several laboratories
